High-throughput results from PubChem.
Giardia FBPA inh = blocks Giardia fructose-bisphosphate aldolase activity; Potency, µM (highest dose often 59.6 µM), without a hit: at the top dose activity, negative = inhibition, actives largely listed as inhibitors; A8B2U2; 290,000 tested, 0.71% active; purified Giardia FBPA; AID 2451; further: potency means the concentration at half of the fitted maximal effect; on the % scale 0 is the no-effect control and ±100 the full control effect; nearly all actives have a fitted effect of over 55% in size
Target sequence (A8B2U2 whole entry, looked up): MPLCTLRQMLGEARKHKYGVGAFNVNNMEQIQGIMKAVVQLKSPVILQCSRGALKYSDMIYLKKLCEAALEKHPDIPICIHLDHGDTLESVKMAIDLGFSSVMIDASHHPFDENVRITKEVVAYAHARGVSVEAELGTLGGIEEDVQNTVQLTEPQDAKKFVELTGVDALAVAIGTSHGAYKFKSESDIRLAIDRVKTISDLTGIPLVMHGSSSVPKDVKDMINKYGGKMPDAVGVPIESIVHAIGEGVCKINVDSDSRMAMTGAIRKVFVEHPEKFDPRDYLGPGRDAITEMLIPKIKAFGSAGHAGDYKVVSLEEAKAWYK
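Giardia FBPA (40 nM reagent) was preincubated 10 min at RT with compound (up to 57.5 uM final), then substrate plus GAPDH/TPI/NAD/arsenate coupling system with diaphorase/resazurin was added; resorufin fluorescence (525/598 nm) was read after 20 min.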
CHX counter = counter-screen hit for Shiga toxin inhibitors, cycloheximide. cell reporter, cycloheximide protein synthesis inhibition counterscreen. max response, %. 300,000 tested, 12% active. AID 2314; in the data active means max response mostly above about 13%, no sharp cut-off; inactive means mostly below about 14%; further: read at 38.3 µM for the half of the compounds with a filed dose; 0% is about no effect
Sm TGR inh = S. mansoni TGR enzyme inhibition; purified TGR, DTNB reduction, TNB absorbance 405 nm; Potency, µM (highest dose often 114 µM), for inactives: at the highest dose activity change, negative = inhibition, most hits filed as inhibitors; 360,000 tested, 3% active; AID 485364; further: potency means the concentration at half of the fitted maximal effect; on the % scale 0 is the no-effect control and ±100 the full control effect; nearly all actives have a fitted effect of over 60% in size
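First, TGR (20 nM dispensed) and NADPH were mixed with compound. Second, a 15 min room-temperature incubation followed. Third, further NADPH and then DTNB were added to start the reaction. Finally, TNB absorbance was monitored kinetically.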
Pf growth 48h = inhibits P. falciparum growth in the first generation, 48 h. Potency, µM (series often up to 28.7 µM), inactives show at the top dose activity change, negative = inhibition, usual class: inhibitors. P. falciparum luciferase growth in erythrocytes, 48 h. 310,000 tested, 5.9% active. AID 504832; further: potency means the concentration at half of the fitted maximal effect; on the % scale 0 is the no-effect control and ±100 the full control effect
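A one-generation exposure of luciferase-tagged malaria parasites in RPMI 1640/Albumax erythrocyte culture, 37 C and 5% CO2. Inhibition is inferred from decreased luminescence after adding detection reagent.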
Shiga inhibitor = inhibitors of Shiga toxin in Vero cells; Vero cells, Shiga toxin protein synthesis inhibition reporter; inhibition, % at 38.7 µM; 290,000 tested, 9.2% active; AID 2315; in the data active means inhibition mostly above about 28%, no sharp cut-off; inactive means mostly below about 43%; further: 0% is about no effect
Pf growth 96h = P. falciparum growth inhibition at 96 hour, primary screen for plastid delayed-death inhibitors; P. falciparum luciferase reporter growth, 96 h; Potency, µM (top dose mostly 28.7 µM), inactives show top-dose activity change, negative = inhibition, hits mostly inhibitors; 320,000 tested, 6.9% active; AID 504834; further: potency means the concentration at half of the fitted maximal effect; on the % scale 0 is the no-effect control and ±100 the full control effect
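Delayed-death screen, second-generation endpoint: infected erythrocytes, 2% hematocrit, 0.05% parasitemia final; 96 hours at 37 C, 5% CO2; luciferase detection reagent; luminescence decrease equals reduced growth.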
Numbers without * were called inactive; ? = inconclusive; · = not tested or not shown; [ ] = dose if it differs, or a comment. Unless noted, the call rests on the fitted dose curve; in most records, active means well fitted curve in the direction sought with a large enough effect; inconclusive means small, poorly fitted or top-dose-only effect, or another doubt; inactive means no such curve, though single readings can be large; an effect the other way counts as inactive or inconclusive.

SMILES	Giardia FBPA inh	CHX counter	Sm TGR inh	Pf growth 48h	Shiga inhibitor	Pf growth 96h
C=CCN(C(=O)CSc1nc2ccsc2c(=O)n1Cc1ccccn1)c1ccccc1	1%	5	-5%	44%[activator]	24	84%[activator]
CC(=O)NCCC(=O)N(Cc1ccccc1)c1nc2c(C)cccc2s1	·	-4	3%	7.4µM*	-21	?
CSCCC(NS(=O)(=O)c1cccs1)C(=O)NCc1ccccc1 (configuration not stated)	3%	-2	-25%	2%	-6	-16%
CCC(C)N(C(=O)c1csnn1)C(C(=O)NC1CCCC1)c1c(F)cccc1Cl (configuration not stated)	9%	-3	-13%	1%	-5	30%[activator]
CCC(Oc1ccccc1)C(=O)Nc1ncc([N+](=O)[O-])s1 (configuration not stated)	28%	2	-12%	31%[activator]	12	?
Cc1ccc(OC(C)C(=O)N(C)Cc2ccccc2)c([N+](=O)[O-])n1 (configuration not stated)	·	-3	9%	13%	-6	-26%
Cc1cc(C)c(S(C)(=O)=O)c(S(=O)(=O)c2ccc(Cl)cc2)n1	8%	-3	-1%	-25%	-4	?
c1ccc(-c2csc(-c3ccncc3)n2)cc1	4%	31*	-3%[57.1 µM]	?	55*	?
CN(C1CCCCC1)S(=O)(=O)c1ccc(C(=O)O)cc1	22%	-1	2%	·	22	12µM*
Cn1cnnc1SCC(=O)Nc1ncc(C(F)(F)F)cc1Cl	-10%	-5	-1%	106%[activator]	14	13%
CC(=O)c1ccc(OCc2cc(C(=O)N3CCCCCCC3)no2)cc1	·	57*	-8%	-10%	57*	13µM*
COc1ccccc1-n1cnc2cc(C(=O)NCCCN3CCOCC3)ccc21	4%	0	-9%	-11%	-2	?
CCOC(=O)c1[nH]c2ccccc2c1NC(=O)c1ccc(S(=O)(=O)N2CCCC2)cc1	3%	-5	-8%	?	2	12µM*
Cc1ccc(OCc2cc(C(=O)N(C)Cc3cnc4ccccn34)no2)cc1C	-6%	20*	-9%	-25%	33	?
CCOC(=O)C1(CC2CC2)CCN(Cc2ccc(O)c(Cl)c2)CC1	-6%	-4	-1%	4.1µM*	-14	-11%
COC(=O)CCC(=O)OC1(C)C(=O)C=C2C=C(C3CC3)N(CC3CC3)C=C2C1=O (configuration not stated)	?	-3	-30%	10µM*	13	4.1µM*
Cc1ccccc1-c1nc(CS(=O)(=O)CC(=O)NCc2ccc(F)cc2)c(C)o1	16%	0	-23%	16%	2	3%
Cc1cccc(C)c1NC(=O)N1CCC(c2nc3ccccc3o2)CC1	-2%	-5	-8%	-4%	-5	43%[activator]
CCC(Sc1nc2ccccc2o1)C(=O)O (configuration not stated)	1%	15	3%	12%	30	?
O=C(Cc1c[nH]c2ccccc12)Nc1cccc(S(=O)(=O)N2CCCCC2)c1	-18%	-1	-17%	?	-9	?

Single records, from the list above. Screens in order: Giardia FBPA inh, CHX counter, Sm TGR inh, Pf growth 48h, Shiga inhibitor, Pf growth 96h
CCOC(=O)c1[nH]c2ccccc2c1NC(=O)c1ccc(S(=O)(=O)N2CCCC2)cc1 is entered as 3%, -5, -8%, ?, 2, 12µM*
CC(=O)c1ccc(OCc2cc(C(=O)N3CCCCCCC3)no2)cc1 is entered as ·, 57*, -8%, -10%, 57*, 13µM*
CN(C1CCCCC1)S(=O)(=O)c1ccc(C(=O)O)cc1 is entered as 22%, -1, 2%, ·, 22, 12µM*
CSCCC(NS(=O)(=O)c1cccs1)C(=O)NCc1ccccc1 (configuration not stated) is entered as 3%, -2, -25%, 2%, -6, -16%

(further entries)
SMILES	Giardia FBPA inh	CHX counter	Sm TGR inh	Pf growth 48h	Shiga inhibitor	Pf growth 96h
Cc1cc(NC(=O)c2ccc(Cl)cc2)cc(C)c1OCC(=O)N1CCOCC1	·	33*	-6%	-3%	77*	0%
COc1cccc(/C=C/C2=CC(C)(C)NC(=S)N2)c1	3%	2	·	-13%	43	?
CO/N=C(/CNC(=O)c1ccccc1Cl)c1ccc(Cl)cc1	0%	21	28%	0%	-13	1%
CC/C(=N\NC(=O)c1cc(C2CC2)[nH]n1)c1ccccc1	-7%	15*	-9%	68%[activator]	69*	41%[activator]
COc1ccc(S(=O)(=O)NCc2ccncc2)cc1NC(=O)c1ccccc1F	·	·	-2%	-23%	·	-13%
N=c1c[n+](CC23CC4CC(CC(C4)C2)C3)[n-]o1	1%	1	20%	?	-12	?
COc1ccc(CCCNC(=O)C2CCC(=O)N(CCc3cccc(F)c3)C2)cc1 (configuration not stated)	·	10	-13%	2%	22	4.1µM*
Cc1cc2n(n1)SC(Nc1cc(Cl)ccc1Cl)N2 (configuration not stated)	?	17	16µM*	-21%	35*	-21%
CCc1ccc(OCC(=O)Nc2nnc(C3CCCC3)s2)cc1	·	0	-5%	-11%	-2	-10%
Cn1cnc([N+](=O)[O-])c1S(=O)(=O)c1ccc(Cl)cc1	0%	-3	0.1µM*	2%	10	-2%
CC(=O)c1ccc(C(=O)NC2CCCN(Cc3ccccc3F)C2)cc1 (configuration not stated)	4%	-2	-2%	-11%	·	5.9µM*
CCc1ccc(N2CSC3=C(C#N)C(c4cccs4)CC(=O)N3C2)cc1 (configuration not stated)	?	15*	-27%	26%	35	·
CCOc1cccc(NC(=O)/C(C#N)=C\c2cccnc2)c1	-3%	10	-15%	-7%	-13	71%[activator]
O=Cc1ccc(-c2ccccc2OC(F)(F)F)o1	-1%	-2	-22%	·	-9	10%
COc1ccc(C(=O)C2CCCN(Cc3cccn3-c3ccc(Cl)cn3)C2)c(OC)c1 (configuration not stated)	19%	-4	0%[57.1 µM]	4.1µM*	17	15%
Cc1nc2ccc(S(=O)(=O)NC(C(=O)NCc3ccco3)C(C)C)cc2s1 (configuration not stated)	-1%	-1	-12%	-9%	16	34%[activator]
Cc1noc(C)c1C(=O)OCC(=O)NCCC1=CCCCC1	2%	-2	11%	1%	-8	·
COc1ccc2cc(C(=O)N3CCN(Cc4ccc5c(c4)OCO5)CC3)[nH]c2c1	·	5	-31%	10%	-1	13µM*
COC(=O)c1ccc(C2C(C(C)=O)=C(O)C(=O)N2CCO)cc1 (configuration not stated)	5%	-3	?	40%[activator]	-4	·
Cc1ccnc(N2CCC(C(=O)NCc3ccc(F)cc3)CC2)n1	1%	7	·	7%	21	11%
Cc1ccc(NC(=O)C(C)c2ccc(-c3ccccc3)c(F)c2)cc1 (configuration not stated)	-6%	1	-2%	-16%	-4	·
CN(C)S(=O)(=O)Oc1ccsc1C(=O)Nc1cccc(Cl)c1	10%	2	-7%	1.7µM*	16	?
CCC(C)c1ccc(NC(=O)c2c([N+](=O)[O-])cnn2CC)cc1 (configuration not stated)	2%	20*	0%	-47%	44	5.2µM*
NS(=O)(=O)c1ccc(Nc2nc(-c3ccccc3)cs2)cc1	-13%	19	6%	·	18	20%
CCn1cc(Br)c(C(=O)NCc2ccco2)n1	-6%	-3	0%	-7%	19	8%
Cn1c(N)c(C(=O)COc2ccc(Cl)cc2Cl)c(=O)n(C)c1=O	-8%	-1	2%	11%	-8	30%
COc1ccc(OC)c(Nc2nc(-c3sc(NC(=O)CC(C)C)nc3C)cs2)c1	-9%	2	2%	6.6µM*	-10	10µM*
COc1ccc(/C(N)=N/OC(=O)Cc2ccc(C)cc2)cc1OC	2%	15*	0%	24%	-5	25%
CCN(Cc1ccccc1)Cc1nnnn1Cc1ccccc1	0%	7	·	-18%	3	20%
Cc1occc1C(=O)n1nnc2ccccc21	20%	-5	?	22%	1	4%
CC(C(=O)NC1CCCc2ccccc21)N1CCN(Cc2ccc3c(c2)OCO3)CC1 (configuration not stated)	16%	-5	0%	-24%	-4	6%
C=CCOc1cccc(C2/C(=C(\O)c3ccc4c(c3)OCCO4)C(=O)C(=O)N2Cc2cccnc2)c1 (configuration not stated)	2%	-2	-36%	3%	19	?
Cn1c(N)c(S(=O)(=O)N2CCN(c3cccc(Cl)c3)CC2)c(=O)n(C)c1=O	16%	-2	4%	-16%	-9	1%
CC(C)(CC(=O)O)CC(=O)Nc1ccccc1Oc1ccccc1	14%	-2	15%	-11%	-7	-8%
Oc1ccccc1-c1cc(C(F)(F)F)nc(-c2ccccc2)n1	3%	-5	·	?	-2	?
Cc1ccc(C(=O)N/C(=C\c2ccco2)C(=O)N2CC(C)OC(C)C2)cc1C (configuration not stated)	·	2	?	-9%	-6	?
O=C(CSc1ccc(-c2ccc(-n3cccn3)cc2)nn1)Nc1ccccc1F	·	·	-3%	43%[activator]	·	6%
COc1ccc(OCC(=O)Nc2ccc(S(=O)(=O)N3CCOCC3)cc2)cc1	0%	-1	5%	-14%	-9	?
O=C(/C=C/c1ccccc1)n1cnnc1SC/C=C/c1ccccc1	-3%	10	?	41%[activator]	3	27%
O=C(c1ccccc1)n1ccc2ccccc21	-4%	31*	-9%	28%	137*	-8%

Ordered by length of the SMILES (ascending): 3 of the compounds above
SMILES	Giardia FBPA inh	CHX counter	Sm TGR inh	Pf growth 48h	Shiga inhibitor	Pf growth 96h
c1ccc(-c2csc(-c3ccncc3)n2)cc1	4%	31*	-3%[57.1 µM]	?	55*	?
CCN(Cc1ccccc1)Cc1nnnn1Cc1ccccc1	0%	7	·	-18%	3	20%
CC(=O)NCCC(=O)N(Cc1ccccc1)c1nc2c(C)cccc2s1	·	-4	3%	7.4µM*	-21	?

Additional structures follow:
SMILES	Giardia FBPA inh	CHX counter	Sm TGR inh	Pf growth 48h	Shiga inhibitor	Pf growth 96h
CN(C)CCC=C1c2ccccc2C=Cc2ccccc21	-2%	·	25µM*	12µM*	·	?
O=C(CSc1n[nH]c(=O)n1C1CC1)NCc1ccccc1Cl	0%	-3	1%	36%[activator]	-3	22%
CCOC(=O)N1CCN(C(=O)COCc2cc(-c3ccc4c(c3)OCO4)on2)CC1	6%	9	1%	?	-8	80%[activator]
CCCN1CCC(N2CCCC(C(=O)O)C2)CC1 (configuration not stated)	0%	-4	-11%	10%	7	27%
CC(=O)c1cnc2nc(SCc3cccc(C)c3)nn2c1C	5%	9.4*	-13%	159%[activator]	9	175%[activator]
Cc1ccc(C(=O)N/C(=C/c2ccco2)C(=O)Nc2cccc(C(=O)O)c2)cc1	6%	22*	45µM*	-8%	28	?
OCCN1CCN(C(=S)Nc2ccc(Oc3ccccc3)cc2)CC1	4%	1	9%	-4%	-25	?
CCCCCCCCNC(=S)NCCN1CCCCC1	?	13	-19%	8.3µM*	-3	0%
CSCCC1NC(=O)N(CC(=O)Nc2ccc(Br)cc2Br)C1=O (configuration not stated)	-2%	-3	9%	27%	4	36%[activator]
COC(/C(=N/O)c1ccc(Cl)cc1)c1ccccc1 (configuration not stated)	-2%	33*	-1%	2.1µM*	50*	2.3µM*
Cc1cc(=O)n2nc(N3CCCC(C(=O)NCCc4ccccc4)C3)sc2n1 (configuration not stated)	-9%	-3	2%	?	-2	·
Cn1c(=O)c2cc(S(=O)(=O)N3CCN(c4cccc(C(F)(F)F)c4)CC3)ccc2n(C)c1=O	4%	-3	-1%	·	1	80%[activator]
Cc1ccc(SC(C)C(=O)NCc2ccc(F)cc2)cc1 (configuration not stated)	0%	-3	-13%	-6%	-15	51%[activator]
Cc1ccc(C)c(N2CCN(C(=O)C3CCN(c4nc(C)cc(C)n4)CC3)CC2)c1	0%	7	-3%	?	4	?
Nc1ccc2oc3ccccc3c2c1	?	14	-1%	32%[activator]	4	55%[activator]
CCOC(=O)c1c(CN(CC)CC)n(C)c2cc(Br)c(O)cc12	?	-3	-28%	?	3	?
O=C(CNc1cccc2ccccc12)N/N=C/c1ccc([N+](=O)[O-])o1	?	10*	?	3.3µM*	14	1.2µM*
CCOc1ncccc1C(=O)OCC(=O)NC(=O)NC(C)C	2%	-2	-3%	?	-3	19%
O=C(NCc1nnnn1-c1ccc(F)c(F)c1)c1ccc2c(c1)OCO2	·	·	8%	10%	·	30%
